Compound activity from PubChem BioAssay.
DAGLB inhibitor – diacylglycerol lipase beta (human) inhibition; Q8NCG7; HEK293T DAGLB membrane lysate, EnzChek fluorogenic substrate; inhibition, % at 5.17 µM; 0.059% of 340,000 active; AID 504411; in the data active = inhibition above about 34%;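 also: 0% = enzyme with vehicle and 100% = wells lacking enzyme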
Ecoli viability – reduces bacterial viability in AddAB counter-screen; inhibition, % at 11.9 µM; 0.27% of 330,000 active; E. coli V3065 growth, OD600 absorbance, 18 h; AID 449728;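 active = inhibition above the campaign's mean inhibition across all tested compounds plus 3 SD, cut at about 9.9% in these data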;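 also: uninfected addAB+ strain grown without phage in ampicillin broth; 0% = DMSO wells and 100% = ciprofloxacin 0.95 µg/ml wells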
HTR5A ag ctr – activates human HTR5A in OPRM1-OPRD1 agonist counter-screen. P47898. HTR5A agonist assay, luminescence, cell-based. activation, % at 9.3 µM. 0.61% of 340,000 active. AID 504692; in the data active = activation mostly above about 9.5%, no sharp cut-off; inactive = mostly below about 7.6%;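 also: 0% = cells with vehicle only and 100% = reference agonist; strong numbers were not always called active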
Target sequence (P47898 whole entry, looked up): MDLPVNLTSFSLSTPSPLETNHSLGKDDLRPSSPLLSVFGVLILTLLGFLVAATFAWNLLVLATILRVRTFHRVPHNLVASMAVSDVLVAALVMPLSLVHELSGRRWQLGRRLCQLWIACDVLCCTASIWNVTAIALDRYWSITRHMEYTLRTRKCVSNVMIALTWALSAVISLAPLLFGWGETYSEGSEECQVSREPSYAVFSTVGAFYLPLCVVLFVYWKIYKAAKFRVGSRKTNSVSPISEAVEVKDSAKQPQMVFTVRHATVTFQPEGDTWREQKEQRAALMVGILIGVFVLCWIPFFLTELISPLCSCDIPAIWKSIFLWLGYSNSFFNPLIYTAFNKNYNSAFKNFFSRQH
Tat transport – E. coli Tat transport inhibition. 0.036% of 340,000 active. AID 488895. E. coli MC4100 TorA-mCherry Tat export, fluorescence. inhibition, % at 10 µM;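 active = mean replicate inhibition at least 50% and at least half of replicates individually reaching 50%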;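 also: exported cargo escapes ClpAP degradation while cytoplasmic cargo is degraded and loses fluorescence; 0% = median of neutral control wells and 100% = median of NaSCN control wells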
Mot1-301 SUMO – blocks SUMOylation pathway, rescuing yeast Mot1-301 growth. S. cerevisiae Mot1-301 growth rescue, ATP luminescence, 38.5C; percent above DMSO median, 100 means doubled. growth rescue, % at 18.8 µM. 1% of 320,000 active. AID 2716;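 active = every valid replicate shows activation above 250% relative to neutral control wells; inactive = the rest, any valid replicate at or below 250%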;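 also: OY570 slx delta 5 strain wells were the positive control but not used for scaling; some compounds called inactive have numbers as strong as hits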
PKA-R1A act – PKA-R1A complex activation. P00514+P68181. PKA-R1A dissociation, Cy5-IP20 fluorescence polarization; scaled: DMSO 0%, 113 µM cGMP 100%. activation, % at 11.4 µM. 0.083% of 340,000 active;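 active = percent activation above the mean of all tested compounds plus 3 SD, cut at about 19% in these data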;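 also: higher means more PKAc released from R1A so a rise in polarization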
PKA-R2B act – activates the human PKA-R2B holoenzyme complex; PKA-R2B holoenzyme dissociation, Cy5-IP20 fluorescence polarization; R2B truncated from residue 108, S112A mutant; 0% DMSO only, 100% 113 µM cGMP; P22694+P31323; AID 504700; 0.079% of 340,000 active; activation, % at 11.4 µM;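 active = activation above a cutoff set at the mean over all compounds plus 3 SD, cut at about 18% in these data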;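 also: higher means more holoenzyme dissociation and a rise in polarization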
Target sequence (P31323 whole entry, looked up, other chains not shown, the tested form may be a part): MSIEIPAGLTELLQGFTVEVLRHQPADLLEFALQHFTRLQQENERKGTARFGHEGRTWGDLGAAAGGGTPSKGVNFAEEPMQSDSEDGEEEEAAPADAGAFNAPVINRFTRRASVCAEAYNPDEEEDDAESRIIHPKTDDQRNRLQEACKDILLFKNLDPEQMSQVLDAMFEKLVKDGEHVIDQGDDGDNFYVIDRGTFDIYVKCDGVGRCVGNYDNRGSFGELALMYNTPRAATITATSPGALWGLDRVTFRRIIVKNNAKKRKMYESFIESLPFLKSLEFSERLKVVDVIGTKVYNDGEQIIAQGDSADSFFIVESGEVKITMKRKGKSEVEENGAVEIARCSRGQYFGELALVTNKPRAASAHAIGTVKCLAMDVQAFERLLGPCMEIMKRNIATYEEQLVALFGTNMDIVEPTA
CDK5 inh – inhibitors of human CDK5/p35 kinase | 0.01% of 330,000 active | AID 488839 | Q00535+Q15078 | inhibition, % at 10 µM | Recombinant CDK5/p35, ADP-Glo luminescence, 60 min;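 active = highest replicate inhibition of at least 50% and at least 75% of replicates reaching 50%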;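 also: plate controls were DMSO neutral control for no effect and GW8510 at 10 µM for full effect; many of its hits are not listed in these tables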
phage Ecoli inh – E. coli growth loss with phage present | growth absorbance | inhibition, % at 11.9 µM | 0.26% of 360,000 active | AID 651602; in the data active = inhibition above about 11%
AddAB inh – less growth of phage-infected E. coli with AddAB. E. coli expressing H. pylori AddAB, absorbance growth. inhibition, % at 11.9 µM. 0.29% of 330,000 active. AID 435030; in the data active = inhibition above about 12%;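 also: 0% = vehicle wells of infected cells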
HTR5A inv ctr – inverse agonist of human HTR5A in OPRM1-OPRD1 counter-screen. inhibition, % at 9.3 µM. HTR5A cell line, luminescence, inverse agonism. 0.083% of 340,000 active. P47898; in the data active = inhibition mostly above about 23%, no sharp cut-off; inactive = mostly below about 18%;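 also: 0% = cells with DMSO and 100% = no-cell wells with DMSO; some compounds called inactive have numbers as strong as hits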
* hit, by the source's call; i = inactive; / = not tested or not shown.

SMILES	DAGLB inhibitor	Ecoli viability	HTR5A ag ctr	Tat transport	Mot1-301 SUMO	PKA-R1A act	PKA-R2B act	CDK5 inh	phage Ecoli inh	AddAB inh	HTR5A inv ctr
CCC(=O)C1CCCN(C(=O)c2ccc3nc(-c4cccc(OC)c4)oc3c2)C1 (stereo unspecified)	0	1.0	0	-4	-14	-9	-7	-0.9	-0.7	3.3	14
O=C(COC(=O)c1cc(S(=O)(=O)N2CCOCC2)ccc1F)c1ccc[nH]1	-1	1.5	2	-7	-12	5	-8	1.4	1.6	5.9	-33
O=C(CCCN1CCC(O)(c2cccc(C(F)(F)F)c2)CC1)c1ccc(F)cc1	1	0.0	-1	6	139	-7	-6	0.4	2.2	1.6	-18
O=[N+]([O-])c1cc(Cl)cc(/C=N/Nc2nc3ccccc3s2)c1O	13	-1.6	-2	12	33	-10	5	-0.3	3.7	-0.7	6
COc1ccc(Nc2nc(N)nc(CSC(=S)N3CCN(C)CC3)n2)cc1	-1	0.5	-3	2	4	-10	-7	-0.3	0.9	2.3	8
COc1ccc(OC)c(NC(=S)NN2CCOCC2)c1	0	0.2	3	-2	-9	-9	-7	1.2	-2.6	0.0	-9
Cc1nc(N2CCCCC2)nc(N2CCCCC2)c1C=O	-9	0.0	-1	1	9	-20	5	-0.5	3.2	0.0	2
C/C=C/C(=O)N1c2ccc(C)cc2C(C)=CC1(C)C	-1	-0.9	1	-4	962*	-9	-7	-0.3	-2.5	2.4	2
NC(=O)CSc1nnc(-c2cc(-c3cccs3)nc3ccccc23)o1	1	0.2	-2	-4	/	2	-2	-0.3	3.4	1.2	-17
COc1ccc(-c2cc3ccccc3n2CC(O)CNC(CO)(CO)CO)cc1 (stereo unspecified)	2	-0.3	3	4	-14	1	6	3.8	1.1	6.3	-3
Cc1cccc(C)c1NC(=O)CCCCCNS(=O)(=O)c1ccccc1	0	-2.5	3	-4	42	-6	14	0.8	4.0	1.5	-8
C=CCn1c(SCC(=O)N(C)C)nc2cc(C(=O)O)ccc2c1=O	0	-2.8	2	-10	-4	-4	-9	-0.2	1.9	-1.2	-24
CCN(c1ccc(OC)cc1)S(=O)(=O)c1csc(C(=O)N2CCCC2)c1	0	-1.6	-1	3	-2	2	8	0.5	0.8	0.8	15
COc1cc(C2N(c3cccc(Cl)c3)C(=O)C3CCCN32)cc(OC)c1OC (stereo unspecified)	-5	-0.2	-2	-3	229	-2	-5	1.8	3.2	1.4	5
Cc1ccc(NC(=O)CSc2nc(C)c(C)c(C)n2)cc1S(=O)(=O)N1CCOCC1	0	-3.9	-1	13	-15	1	-4	1.4	1.6	-0.1	4
CCOC(=O)NN=C1CCC(c2ccccc2)CC1 (stereo unspecified)	1	/	-1	2	-6	-6	11	-0.4	2.0	/	12
Cc1cc(Cl)c(S(=O)(=O)NC2CCCC2)cc1OCC(=O)NC1CCCCC1	-1	-1.8	0	-8	-13	3	-3	-0.9	2.9	0.4	-2
Cc1ccc(-n2c(-c3ccc(Cl)cc3)c[n+]3c2CCC3)cc1	-1	0.7	-1	4	-19	0	3	0.0	-1.5	3.4	-17
O=S1(=O)CCC(N=Cc2ccc(-c3ccc(Cl)cc3)o2)C1 (stereo unspecified)	1	-0.4	5	-7	21	-5	3	1.0	3.5	2.1	-13
CS(=O)(=O)N1CCC(C(=O)Nc2c(F)cccc2F)CC1	-5	2.9	3	-7	3	-4	-7	3.3	1.4	1.0	-11
COCCn1c(N)c(N(Cc2ccccc2)C(=O)c2oc3ccccc3c2C)c(=O)[nH]c1=O	-1	3.3	2	-7	-23	-4	-10	-6.5	2.0	-0.2	-6
O=C(O)C1CCCCC1C(=O)Nc1ccc(F)cc1F (stereo unspecified)	-1	-2.9	-2	-3	17	-5	3	-1.0	/	-0.5	0
CCc1ccc(C(=O)COC(=O)c2cnccn2)cc1	-6	0.2	5	3	2	-9	-2	0.0	1.9	1.8	-13
Cc1c(Cl)c([N+](=O)[O-])nn1CCCC(=O)Nc1ccc(Cl)cc1Cl	-2	2.5	2	-3	162	-9	5	1.2	2.2	0.1	-22
O=C(COC(=O)c1ccccc1O)Nc1cccc(S(=O)(=O)N2CCCC2)c1	-5	0.3	-9	0	11	-1	7	0.2	3.0	1.1	22

2 compounds drawn at random from those above:
SMILES	DAGLB inhibitor	Ecoli viability	HTR5A ag ctr	Tat transport	Mot1-301 SUMO	PKA-R1A act	PKA-R2B act	CDK5 inh	phage Ecoli inh	AddAB inh	HTR5A inv ctr
COc1ccc(Nc2nc(N)nc(CSC(=S)N3CCN(C)CC3)n2)cc1	-1	0.5	-3	2	4	-10	-7	-0.3	0.9	2.3	8
Cc1cccc(C)c1NC(=O)CCCCCNS(=O)(=O)c1ccccc1	0	-2.5	3	-4	42	-6	14	0.8	4.0	1.5	-8

Remaining list, next part:
SMILES	DAGLB inhibitor	Ecoli viability	HTR5A ag ctr	Tat transport	Mot1-301 SUMO	PKA-R1A act	PKA-R2B act	CDK5 inh	phage Ecoli inh	AddAB inh	HTR5A inv ctr
CSCCCNC(=O)c1ccc(OC2CCN(CCc3ccccc3)CC2)cc1	1	0.3	0	-5	6	1	3	-0.2	4.1	1.4	-12
COc1ccc(C(=O)NCC(=O)Nc2ccc(F)cc2)cc1OC	-1	-0.8	4	5	2	6	-3	1.7	2.3	0.2	28
Nc1cccn2c(-c3ccc(Cl)cc3)cnc12	-1	0.1	4	-7	-16	-7	8	0.2	3.2	6.0	-12
Cc1ccc(NC2(c3nnnn3-c3c(C)cccc3C)CCCCC2)cc1	-4	0.9	-1	4	21	-1	5	-1.1	1.3	2.5	2
COc1ccc(OC)c(CNC(=O)C2CCCN(c3nc4ccccc4o3)C2)c1 (stereo unspecified)	1	-1.4	-4	4	6	-11	-7	1.3	2.9	2.5	-4
CCOC(=O)C1CCN(C(=O)COC(=O)c2ccc(=O)n(Cc3ccccc3)n2)CC1	0	1.0	-1	4	-15	-7	7	1.9	0.7	4.1	-10
O=S(=O)(Cc1ccccc1Cl)CC(O)COc1ccccc1Cl (stereo unspecified)	-2	2.2	-3	7	-11	-9	7	1.0	0.8	4.8	-27
COC(=O)Cc1c(C)nc2nc(-c3ccccc3)[nH]n2c1=O	1	-0.1	6	-4	28	0	1	-0.6	2.9	4.0	-18
Cc1ccc(NC(=O)CN(C)C(=O)CN2C(=O)NC(C)(c3ccccc3)C2=O)cc1 (stereo unspecified)	-4	-0.6	4	6	-17	2	1	-1.3	0.3	2.1	1
CCOC(=O)CCNC(=O)c1ccccc1Br	-1	0.2	3	1	2	-10	-10	0.9	3.2	0.2	-4
O=C(COC(=O)CCC(=O)c1ccc(F)cc1)Nc1ccc(F)cc1F	-1	1.1	0	2	-7	-3	2	0.6	2.5	1.0	1
C=CCOCCN(C)C1=NS(=O)(=O)c2ccccc21	2	1.9	3	0	310	-19	-2	0.7	2.0	4.7	21
O=C(COC(=O)c1ccccc1O)Nc1ccc(OC(F)F)cc1	-3	2.3	7	-8	9	-2	-2	-1.2	2.4	1.9	-15
O=C(NC(c1ccccc1)c1ccccc1)C1(c2cccs2)CCOCC1	-2	0.4	-1	-7	1	-4	-7	0.0	/	2.9	-2
Cc1cc(-c2onc3ccc(Cl)cc23)ccc1O	0	3.3	6	-4	i	-13	-5	3.2	2.0	2.0	-13
COc1ccccc1CC(=O)Nc1ccc(-c2noc(COc3ccc(Br)cc3)n2)cc1	0	0.2	10	-1	/	-7	1	-0.7	-1.0	0.2	-27
COc1ccc(C(CNCC(=O)Nc2ccccc2F)N(C)C)cc1 (stereo unspecified)	1	-5.4	0	4	11	-2	-3	1.4	-1.9	-4.0	0
Cc1ccc(C(=O)C(=O)c2ccc(C)c(N)c2)cc1N	2	0.8	-2	-8	18	-5	-9	7.0	2.9	3.5	-1
Clc1nc(-c2ccccc2)cc(-c2ccc(Br)cc2)n1	-10	0.3	3	-4	0	-1	10	-1.7	/	2.8	-7
O=C(NC(=S)Nc1ccc(NC(=O)c2cccs2)cc1)c1ccco1	0	1.9	2	-16	2	-5	-1	0.3	1.9	4.5	-9
O=C(NCCc1ccc(C(F)(F)F)cc1)C1CC(=O)N(c2ccc3c(c2)OCCO3)C1 (stereo unspecified)	-2	0.7	1	3	5	-4	-11	-3.0	0.9	0.4	11
Brc1c(C[n+]2ccccc2)nc2ccccn12	/	-2.2	/	-6	-6	/	/	0.1	-0.4	-0.3	/
CCc1c(O)nc(SCC(=O)Nc2cc(C)on2)n(-c2ccccc2)c1=O	4	-0.2	0	10	4	2	-5	2.3	1.1	2.7	7
C=CCOC(=O)C1=C[C@@H](c2ccccc2)[C@H](CCCO)[C@@H](OCC)O1	-4	-0.5	5	10	-3	-7	-4	0.4	0.1	1.3	-1
Cc1ccc(S(=O)(=O)N(C)CCCC(=O)NC(C)(C)CO)cc1	0	-1.6	-3	-6	-8	3	-3	-0.6	3.5	-1.2	2
More structures.
SMILES	DAGLB inhibitor	Ecoli viability	HTR5A ag ctr	Tat transport	Mot1-301 SUMO	PKA-R1A act	PKA-R2B act	CDK5 inh	phage Ecoli inh	AddAB inh	HTR5A inv ctr
CCOC(=O)c1c(NC(=O)CSc2nc3ccccc3s2)sc(C)c1C	-14	0.7	3	-12	11	6	7	-0.5	0.0	2.7	-7
COc1ccc(C(=O)NC2CC(C)(C)NC(C)(C)C2)cc1OC	2	1.2	-4	9	4	10	0	0.1	0.4	5.7	-7
O=C(Cn1c(=O)[nH]n(-c2ccccc2)c1=O)N1CCCc2ccccc21	1	-1.5	1	-3	4	6	1	0.9	0.8	2.8	-2
CCOC(=O)N1CCN(C(=O)CSc2nnc(-c3cccc(Cl)c3)o2)CC1	1	-2.2	2	-3	15	2	-3	1.5	3.6	2.7	-4
COc1ccccc1NC(=O)NC1CC(=O)N(c2ccc3c(c2)OCCO3)C1 (stereo unspecified)	-1	0.6	-3	-2	-3	-8	2	0.1	3.8	5.7	-9
COc1cc(/C=N/N=C2/NC(=O)C(CC(=O)O)S2)ccc1OCc1cccc(Cl)c1 (stereo unspecified)	6	-0.9	0	-7	-10	-3	10	0.2	2.5	-0.2	-1
CCc1ccccc1N=C1S/C(=C/c2ccccc2OCC(=O)N2CCOCC2)C(=O)N1C	-3	-1.0	3	17	-5	-1	-9	3.0	-0.1	4.9	-9
O=c1c(Cc2ccc(Cl)cc2)c(O)ccn1Cc1cccc(Cl)c1	-3	0.2	1	-1	-19	-1	4	1.3	4.9	3.3	-1
CC(C)C[C@H](NC(=O)c1nc[nH]c1C(=O)NCC(=O)OC(C)(C)C)C(=O)OC(C)(C)C	-3	0.3	0	4	-10	-5	-14	0.3	1.3	-1.1	-19
CCn1c2ccccc2c2nnc(SCC(=O)c3ccccc3)nc21	-1	-0.8	6	-10	11	3	-1	1.1	0.1	-1.6	2
CCOc1ccc(C(c2c(NC(=O)c3ccccc3)sc(C)c2C)N2CCN(CCO)CC2)cc1 (stereo unspecified)	-3	-1.3	7	6	-5	-9	10	-1.6	2.9	3.0	-18
Cn1c(=NC(=O)COc2ccccc2)sc2cccc(F)c21	-4	0.8	0	0	-5	-11	7	-1.1	1.8	-1.1	-3
CCN(CC)C1=CC2=CC(=C(C#N)C#N)CCC2CC1 (stereo unspecified)	-207	0.0	2	13	i	0	4	-8.8	2.7	1.2	3
O=c1sc(N2CCN(c3ccc(F)cc3)CC2)nc2ccsc12	-3	-3.1	2	-5	3	-5	6	1.0	2.0	-5.8	-7
